# Mtb BioA inh – M. tuberculosis BioA enzyme inhibitors, primary screen, biochemical, plate reader, single point, HTS. inhibition, % at 9.99 µM. AID 602481, 2012. 7,8-diaminopelargonic acid synthase BioA (Mycobacterium tuberculosis). hit rate 0.096% among 360,000. purified M. tuberculosis BioA enzyme; in the data active = inhibition above about 40%; inconclusive = no clear call, values can overlap the other calls
# CCHF vOTU inh – CCHFV vOTU protease inhibitors, primary screen, biochemical, Pep-AMC substrate, fluorescence; AID 651958, 2012; hit rate 0.55% among 370,000; inhibition, % at 11.5 µM; also: 0% = vehicle wells with enzyme and 100% = no enzyme wells
# FBA Mtb inh – Mtb FBA enzyme inhibitors, primary screen, biochemical, fluorescence, strain H37Rv; Fructose-bisphosphate aldolase (Mycobacterium tuberculosis (strain ATCC 25618 / H37Rv)), …; purified M. tuberculosis FBA, fluorescence read-out; inhibition, % at 1 µM; hit rate 2.3% among 360,000; in the data active = inhibition above about 27%;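 also: 0% = vehicle and 100% = reference inhibitor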
# Rv3671c inh – Rv3671c serine protease inhibitors, primary screen, biochemical, fluorescence polarization, M. tuberculosis H37Rv | hit rate 0.048% among 320,000 | inhibition, % at 5.96 µM; in the data active = inhibition above about 38%;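 also: extracellular domain of Rv3671c used as enzyme; 0% = enzyme with DMSO and 100% = no enzyme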
# Target sequence (P9WHR9 whole entry, looked up, the tested form may be a part): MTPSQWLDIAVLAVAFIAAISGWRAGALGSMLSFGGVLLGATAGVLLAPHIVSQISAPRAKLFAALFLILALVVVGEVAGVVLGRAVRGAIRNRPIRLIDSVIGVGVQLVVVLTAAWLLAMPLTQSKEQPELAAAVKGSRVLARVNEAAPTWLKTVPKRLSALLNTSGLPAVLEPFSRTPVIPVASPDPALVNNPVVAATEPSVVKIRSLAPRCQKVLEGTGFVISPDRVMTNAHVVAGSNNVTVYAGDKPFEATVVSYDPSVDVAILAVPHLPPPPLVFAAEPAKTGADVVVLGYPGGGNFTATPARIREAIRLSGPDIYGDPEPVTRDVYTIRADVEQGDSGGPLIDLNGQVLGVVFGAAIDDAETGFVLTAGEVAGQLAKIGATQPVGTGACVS
# BoNT F protease – BoNT/F light chain protease inhibitors, primary screen, biochemical, flow cytometry, MLPCN library; Botulinum neurotoxin type F light chain protease (Clostridium botulinum); Multiplex microsphere protease cleavage assay; inhibition, % at 10 µM; hit rate 0.22% among 360,000; AID 588497, 2011; in the data active = inhibition above about 35%, passing the limit was not always enough; inconclusive = no clear call, values can overlap the other calls; also: plate controls were buffer without enzyme for full effect and enzyme alone for no effect
# DUSP3 inh – VHR1 phosphatase inhibitors, primary screen, biochemical, absorbance, uHTS. hit rate 0.52% among 290,000. recombinant VHR phosphatase, pNPP absorbance. AID 1654, 2009. inhibition, % at 13.3 µM. Dual specificity protein phosphatase 3 (Homo sapiens), P51452; in the data active = inhibition above about 50%; also: some compounds called inactive have numbers as strong as hits
# Target sequence (P51452 whole entry, looked up): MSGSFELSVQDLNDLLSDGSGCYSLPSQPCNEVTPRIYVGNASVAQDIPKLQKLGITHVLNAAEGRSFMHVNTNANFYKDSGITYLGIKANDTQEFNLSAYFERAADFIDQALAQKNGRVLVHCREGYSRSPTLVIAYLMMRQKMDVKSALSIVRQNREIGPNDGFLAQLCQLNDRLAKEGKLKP
# GDH-TPI counter – GDH-TPI coupling enzyme inhibitors, primary screen, artefact control for M. tuberculosis FBA inhibitor project, biochemical, absorbance, full deck; GDH-TPI coupled enzyme counterscreen, NADH absorbance; hit rate 1.2% among 360,000; AID 588335, 2011; inhibition, % at 4.8 µM;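 also: 0% = DMSO wells and 100% = wells lacking the enzyme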
# Mtb UGM inh – M. tuberculosis UGM enzyme inhibitors, primary screen, biochemical, fluorescence polarization, single point | inhibition, % at 10 µM | hit rate 0.06% among 320,000 | UDP-galactopyranose mutase (Mycobacterium tuberculosis (strain ATCC 25618 / H37Rv)), … | purified UGM, fluorescence polarization probe displacement; in the data active = inhibition above about 10%, passing the limit was not always enough; inconclusive = no clear call, values can overlap the other calls
# Target sequence (P9WIQ1 whole entry, looked up): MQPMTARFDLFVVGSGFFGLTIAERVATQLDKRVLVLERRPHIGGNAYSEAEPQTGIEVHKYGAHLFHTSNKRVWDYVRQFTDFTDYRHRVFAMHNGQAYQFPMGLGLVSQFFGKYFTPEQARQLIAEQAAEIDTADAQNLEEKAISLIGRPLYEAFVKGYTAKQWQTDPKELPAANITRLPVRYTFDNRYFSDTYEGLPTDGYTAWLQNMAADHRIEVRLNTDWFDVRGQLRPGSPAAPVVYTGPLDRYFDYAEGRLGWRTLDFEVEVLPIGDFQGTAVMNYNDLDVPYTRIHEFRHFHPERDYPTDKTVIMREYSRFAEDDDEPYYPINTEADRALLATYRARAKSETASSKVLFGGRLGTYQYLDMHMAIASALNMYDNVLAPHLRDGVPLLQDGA
# MazF activator – activators of E. coli MazEF toxin-antitoxin RNase, primary screen, biochemical, fluorescence, uHTS; Endoribonuclease toxin MazF (Escherichia coli (strain K12)), P0AE70; FAM/BHQ RNA-DNA oligo cleavage fluorescence, 5 h; activation, % at 20 µM; hit rate 0.32% among 350,000; AID 504720, 2011; in the data active = activation above about 50%
# FadD28 FP inh – inhibitors of FadD28 bisubstrate probe binding, primary screen, biochemical, fluorescence polarization, single point; inhibition, % at 12.5 µM; hit rate 0.22% among 360,000; AID 588549, 2011; in the data active = inhibition above about 8.5%, passing the limit was not always enough; inconclusive = no clear call, values can overlap the other calls
# Active calls of the source: *; u = inconclusive; x = not tested or not shown; + = active, no number. Rule as the data show it, unless noted: active = inhibition above about 30%; inactive = the rest.
entry	structure	Mtb BioA inh	CCHF vOTU inh	FBA Mtb inh	Rv3671c inh	BoNT F protease	DUSP3 inh	GDH-TPI counter	Mtb UGM inh	MazF activator	FadD28 FP inh
1	CCCN1CN(Cc2ccco2)c2nc3ccccc3n2C1	1.1	-6	-3	3	4	5	-6	0.5	0	-0.7
2	CCOC(=O)c1ccccc1N1C(=O)CSC1=S	0.0	3	-2	-3	4	19	8	0.1	-1	-4.3
3	Cc1cc(NC(=O)CSCC(=O)N(c2ccc(F)cc2)C(C(=O)NC2CCCCC2)c2ccc(O)c(O)c2)no1 (stereo not drawn)	-0.7	11	-2	2	-1	-8	8	0.6	2	-0.3
4	Cc1ccc(/C=N/NC(=O)CSc2nnc(-c3ccc(Cl)cc3)n2-c2ccc(Cl)cc2)o1	x	1	-3	-12	0	2	18	2.4	0	-2.3
5	O=C(CCN1C(=O)NC2(CCCC2)C1=O)Nc1ccc(-c2nc3ccccc3s2)cc1	-5.1	-20	40*	-15	8	x	27	x	9	-4.5
6	Cc1ccc(OCCNC(=O)c2ccccc2F)cc1	-0.1	-3	0	6	0	10	3	1.6	14	-5.0
7	COc1ccc(C2SCC(=O)N2c2ccc(C)cc2)cc1 (stereo not drawn)	0.6	-5	0	x	u	11	4	-0.5	4	-1.8
8	O=C(Nc1ccncc1)c1ccc2c(c1)OCCO2	6.8	13	3	11	9	12	5	0.4	-6	-2.1
9	CC1(Oc2ccccc2-c2ccno2)CCN(Cc2csc3ccccc23)C1 (stereo not drawn)	0.0	3	3	x	0	x	12	x	x	-1.8
10	O=C(Nc1ccon1)c1csc2c1CCCC2	1.2	10	5	-6	1	-8	-8	-0.2	-15	0.0
11	Cn1c2ccc(F)cc2c2nnc(NN)nc21	0.7	-2	0	x	-19	8	6	x	17	-0.5
12	CC1CN(C2CCCCC2)c2nc3c(c(=O)[nH]c(=O)n3C)n2C1 (stereo not drawn)	-0.6	10	7	2	-10	-5	8	0.1	2	0.4
13	CC(C)(CC(=O)O)CC(=O)N1CCN(c2cc(C(F)(F)F)nc3ccccc23)CC1	x	x	-1	0	0	24	10	-0.7	9	-1.2
14	CSc1nc(N)nc(SCC(=O)Nc2cccc(F)c2)c1C#N	1.1	17	0	-49	2	-2	6	-1.7	5	-4.6
15	Cc1ccc(C)c(NC(=O)CSc2nnc(-c3n[nH]c4ccccc34)o2)c1	0.1	6	-4	-18	-1	11	6	-0.3	-26	-0.9
16	OCCC1CN(Cc2ccc(-c3ccco3)cc2)CCN1Cc1ccsc1 (stereo not drawn)	x	-15	0	2	2	-1	-3	0.1	0	-2.3
17	CN(C)S(=O)(=O)c1ccc2c(c1)c(=O)c(C(=O)NCCCN1CCCCCC1)cn2C	-1.7	-3	1	-3	-8	3	8	0.0	0	0.9
18	COc1ccc(-c2c(C)nn3c(N4CCC(C(=O)N5CCCCC5)CC4)cc(C)nc23)cc1OC	0.0	-1	3	6	1	14	10	-0.8	7	-2.1
19	Cc1ccccc1CSCCNC(=O)c1ccccc1	-0.5	4	-6	0	-1	2	-4	-1.4	0	-4.1
20	COc1cccc(NC(=O)CCCn2c(=O)[nH]c3ccccc3c2=O)c1	0.6	-4	5	-3	-8	37	-1	0.1	3	-2.2
21	Cc1ccc([C@H]2C(C(=O)O)=CC[C@@H](c3ccc(Cl)cc3)N2S(=O)(=O)c2ccc(C)cc2)cc1	1.0	33*	7	-8	3	x	4	-0.6	-3	-4.9
22	CCOc1ccccc1N(CC(=O)Nc1cc(OC)ccc1OC)S(=O)(=O)c1ccccc1	-1.0	2	-3	x	-13	0	-3	-3.1	1	-2.8
23	CN(C)C(CNC(=O)CCOc1ccccc1)c1ccco1 (stereo not drawn)	x	-7	5	1	-19	24	-3	-1.5	11	-0.9
24	Cc1cc(C#N)c(SCC(N)=O)nc1-c1ccc(F)cc1	x	1	2	-2	1	-14	2	0.4	-2	2.1
25	CCOc1ccc(N(C(C)=O)C2C=CS(=O)(=O)C2)cc1 (stereo not drawn)	-0.4	2	-2	11	-2	2	-4	0.6	0	-1.0
26	COC(=O)c1sc(N)c(C(=O)OC)c1COC(=O)c1c(C)noc1C	-0.4	5	-2	-19	10	10	27	-1.0	5	-0.7
27	Cc1occc1-c1nnc(SCC(=O)Nc2nc(C(C)(C)C)cs2)o1	-0.8	-3	6	-6	-11	10	2	4.8	0	1.2
28	CCc1nnc(NC(=O)c2cccc(S(=O)(=O)N3CC(c4ccccc4)CC3=O)c2)s1 (stereo not drawn)	-0.3	-6	3	-5	6	-18	10	-1.4	4	2.3
29	CC(C)COC(=O)n1c(SCC(N)=O)nc2ccccc21	x	-7	-2	15	-7	18	-4	-1.9	-4	-1.3
30	COCCn1c(SCC(=O)OC(C)C)nnc1-c1ccccc1	-7.1	13	-1	-4	-3	10	7	-0.9	0	-0.2

# More entries follow:
entry	structure	Mtb BioA inh	CCHF vOTU inh	FBA Mtb inh	Rv3671c inh	BoNT F protease	DUSP3 inh	GDH-TPI counter	Mtb UGM inh	MazF activator	FadD28 FP inh
31	CC1=C(C(=O)N(C(C)C)C(C)C)CC(CC(=O)NCCCCc2ccccc2)C(=O)N1CCCN1CCCC1=O (stereo not drawn)	-2.5	-1	-1	x	-1	x	x	x	x	-0.8
32	O=C(NCCc1nc2ccccc2[nH]1)c1ccc(F)cc1	-0.1	x	2	-9	-6	9	-6	3.3	-2	-1.1
33	COc1cccc(NC(=O)N(C)C[C@@H]2OCc3cnnn3CCCC(=O)N([C@H](C)CO)C[C@@H]2C)c1	0.6	-3	0	x	-11	x	4	x	8	-0.9
34	NC(=O)c1ccc(NC(=O)CN2CCN(Cc3ccccc3)CC2)cc1	0.3	2	-3	-6	2	11	-7	1.9	0	0.4
35	Cc1cc(=O)oc2cc(OC(=O)c3nn(C(C)C)c(=O)c4ccccc34)ccc12	x	-385	+	1	-3	0	14	-1.0	5	0.0
36	COc1ccc(-c2nnc3sc(C4CCCCC4)nn23)cc1OC	x	8	1	2	x	-4	2	2.9	7	-4.0
37	CN(C(=O)CSc1nc2ccccc2c(=O)n1-c1ccc(F)cc1F)C1CCS(=O)(=O)C1 (stereo not drawn)	31	5	2	-4	-2	x	9	-0.9	10	-2.8
38	Cc1nc2sccn2c(=O)c1S(=O)(=O)Nc1ccc(N2CCN(S(C)(=O)=O)CC2)cc1	5.4	9	0	9	-6	60	2	1.6	4	-3.8
39	CN1C(=O)C(C)(C)c2cc(S(=O)(=O)N3CCCC(C(=O)NCc4ccc(Cl)cc4)C3)ccc21 (stereo not drawn)	1.4	0	1	-5	1	6	8	0.1	8	-4.1
40	CN1CCC(=NNC(=O)C(=O)Nc2ccccc2F)CC1	-1.5	-4	0	0	-1	12	0	-1.2	4	-1.1
41	Cc1cccc(NC(=O)Cn2nnc(-c3ccc(CN4CCCC4)cc3)n2)c1C	-2.2	-3	3	-13	6	6	4	-2.0	7	-1.3
42	COc1ccc(/C(O)=C2/C(=O)C(=O)N(c3ncccn3)C2c2ccc(OC)cc2)cc1 (stereo not drawn)	x	6	-5	1	-4	-3	16	4.3	2	-2.9
43	O=C(O)Cc1cccc2c(=O)cc(-c3ccccc3)oc12	x	-2	0	x	-1	x	x	x	x	-1.0
44	COc1cc2c(cc1OC)CN(C(=O)/C=C/c1ccccc1[N+](=O)[O-])CC2	3.3	2	-3	6	10	21	17	1.8	7	-0.2
45	COC(=O)c1cn(-c2ccccc2)c(=O)c2ccccc12	0.6	17	0	9	1	-12	2	1.4	12	-1.5
46	c1ccc2oc(-c3csc(NCC4CCCO4)n3)cc2c1 (stereo not drawn)	x	-9	3	-1	0	34	3	-0.6	10	-0.1
47	COc1ccc(C(=O)CN2CCN(c3ccc(F)cc3)CC2)cc1OC	x	1	10	5	5	12	7	3.9	-1	-2.0
48	CC(=O)c1ccc(N2CCN(CC(=O)Nc3ccccc3C(=O)NC3CC3)CC2)c(F)c1	3.1	-6	-1	-6	8	x	15	-4.0	1	-0.5
49	CN(C)S(=O)(=O)c1ccc(Nc2ccc(-c3ccc4c(c3)OCCO4)nn2)cc1	1.4	-8	0	-22	-12	13	22	2.2	13	2.8
50	COc1ccc(S(=O)(=O)N2CCOCC2)cc1OC	x	-24	1	6	-4	-11	0	0.5	5	-1.1
51	c1ccc(-c2ccnc3ncnn23)nc1	x	1	3	-6	0	2	6	-1.2	1	-3.7
52	Cc1ccc(OC(C)C(=O)Nc2ccc(S(=O)(=O)Nc3cc(C)on3)cc2)cc1 (stereo not drawn)	-0.5	8	-3	-8	6	8	-7	x	2	-0.2
53	O=C(COc1cccc(C(F)(F)F)c1)Nc1nnc(C2CC2)s1	x	0	-1	-2	-3	x	-1	1.1	-3	-1.4
54	Cc1cc(NC(=O)NC(=O)c2ccccc2NC(=O)CN(C)C)ccc1Oc1ncc(Br)cn1	x	-12	1	x	-4	x	-7	x	3	-3.8
55	CCCC1=C(C(=O)OCC)C(c2ccc(NC(C)=O)cc2)NC(=O)N1 (stereo not drawn)	22	-1	1	-14	-7	0	7	0.9	-1	-3.0

# Compounds 44–55, quoted:
entry	structure	Mtb BioA inh	CCHF vOTU inh	FBA Mtb inh	Rv3671c inh	BoNT F protease	DUSP3 inh	GDH-TPI counter	Mtb UGM inh	MazF activator	FadD28 FP inh
44	COc1cc2c(cc1OC)CN(C(=O)/C=C/c1ccccc1[N+](=O)[O-])CC2	3.3	2	-3	6	10	21	17	1.8	7	-0.2
45	COC(=O)c1cn(-c2ccccc2)c(=O)c2ccccc12	0.6	17	0	9	1	-12	2	1.4	12	-1.5
46	c1ccc2oc(-c3csc(NCC4CCCO4)n3)cc2c1 (stereo not drawn)	x	-9	3	-1	0	34	3	-0.6	10	-0.1
47	COc1ccc(C(=O)CN2CCN(c3ccc(F)cc3)CC2)cc1OC	x	1	10	5	5	12	7	3.9	-1	-2.0
48	CC(=O)c1ccc(N2CCN(CC(=O)Nc3ccccc3C(=O)NC3CC3)CC2)c(F)c1	3.1	-6	-1	-6	8	x	15	-4.0	1	-0.5
49	CN(C)S(=O)(=O)c1ccc(Nc2ccc(-c3ccc4c(c3)OCCO4)nn2)cc1	1.4	-8	0	-22	-12	13	22	2.2	13	2.8
50	COc1ccc(S(=O)(=O)N2CCOCC2)cc1OC	x	-24	1	6	-4	-11	0	0.5	5	-1.1
51	c1ccc(-c2ccnc3ncnn23)nc1	x	1	3	-6	0	2	6	-1.2	1	-3.7
52	Cc1ccc(OC(C)C(=O)Nc2ccc(S(=O)(=O)Nc3cc(C)on3)cc2)cc1 (stereo not drawn)	-0.5	8	-3	-8	6	8	-7	x	2	-0.2
53	O=C(COc1cccc(C(F)(F)F)c1)Nc1nnc(C2CC2)s1	x	0	-1	-2	-3	x	-1	1.1	-3	-1.4
54	Cc1cc(NC(=O)NC(=O)c2ccccc2NC(=O)CN(C)C)ccc1Oc1ncc(Br)cn1	x	-12	1	x	-4	x	-7	x	3	-3.8
55	CCCC1=C(C(=O)OCC)C(c2ccc(NC(C)=O)cc2)NC(=O)N1 (stereo not drawn)	22	-1	1	-14	-7	0	7	0.9	-1	-3.0

# Screening data deposited in PubChem BioAssay by several laboratories.
